Screening data as filed in PubChem BioAssay.
KCNK9 block: human KCNK9 channel inhibition | Q9NPC2 | HEK293 KCNK9, FluxOR thallium flux fluorescence; active compounds read low | B-score at 10 µM | hit rate 1.2% among 310,000;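 active = ratio B-score over 3 SD below the library mean, with starting fluorescence within 5 SD of its mean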;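 note: negative B-score means less thallium flux so channel inhibition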
Target sequence (Q9NPC2 whole entry, looked up): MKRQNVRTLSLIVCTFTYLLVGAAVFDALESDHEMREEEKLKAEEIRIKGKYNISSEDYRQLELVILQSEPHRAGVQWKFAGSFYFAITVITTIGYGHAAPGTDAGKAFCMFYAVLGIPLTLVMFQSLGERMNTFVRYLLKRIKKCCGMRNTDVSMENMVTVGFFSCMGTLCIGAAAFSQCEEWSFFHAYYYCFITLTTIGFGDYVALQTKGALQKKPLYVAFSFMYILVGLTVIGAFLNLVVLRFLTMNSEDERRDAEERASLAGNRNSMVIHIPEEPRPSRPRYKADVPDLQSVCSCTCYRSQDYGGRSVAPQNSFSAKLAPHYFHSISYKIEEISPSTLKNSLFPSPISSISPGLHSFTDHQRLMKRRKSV
DYRK1A inh: Dyrk1A (rat) kinase inhibition; ADP-Glo luminescence, NFATc1 peptide; inhibition, % at 12.5 µM; hit rate 0.43% among 310,000; in the data active = inhibition above about 50%;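 note: plate controls were vehicle with enzyme for no effect and no enzyme for full effect; many of its hits are not listed in these tables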
RGS4 act: RGS4 potentiation or activation; B-score at 10 µM; AID 463111; HEK293 M3R/inducible RGS4, carbachol calcium flux Fluo4; active compounds read low; hit rate 0.92% among 310,000;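 active = B-score of the integrated calcium signal more than 4 SD below the library mean, with starting fluorescence not abnormally high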;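 note: negative B-score means reduced calcium response which marks RGS4 activation or potentiation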
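Assay system: Inducible-RGS4 HEK293 cells carrying M3 receptor | Schedule: Compound preincubation 20 min at room temperature before agonist | Signal: Kinetic calcium fluorescence imaging with Fluo4-AM dye, 2 µM | Read-out basis: B score from integrated fluorescence ratio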
hERG rescue: shields human hERG channel from block by proarrhythmic agents. CHO-hERG, FluxOR thallium flux, dofetilide IC70 present. activation (rescue from dofetilide block), less the hit threshold, % at 10 µM. Q12809. hit rate 0.51% among 310,000;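 active = activation above the mean of controls blocked by dofetilide plus 5 SD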;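 note: thallium influx through hERG after potassium depolarization seen as dye fluorescence rise; in these data hits start at about 4.7%; inactives centre near -7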
GSK3 alpha inh: inhibitors of human GSK-3 alpha kinase; P49840; ADP-Glo luminescence, 60 min; inhibition, % at 10 µM; hit rate 0.1% among 320,000; AID 2650;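 in the data active = inhibition above about 50%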;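 note: GST-tagged GSK-3 alpha with peptide substrate and 25 µM ATP; 0% = DMSO neutral wells and 100% = GW8510 positive control wells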
Target sequence (P49840 whole entry, looked up): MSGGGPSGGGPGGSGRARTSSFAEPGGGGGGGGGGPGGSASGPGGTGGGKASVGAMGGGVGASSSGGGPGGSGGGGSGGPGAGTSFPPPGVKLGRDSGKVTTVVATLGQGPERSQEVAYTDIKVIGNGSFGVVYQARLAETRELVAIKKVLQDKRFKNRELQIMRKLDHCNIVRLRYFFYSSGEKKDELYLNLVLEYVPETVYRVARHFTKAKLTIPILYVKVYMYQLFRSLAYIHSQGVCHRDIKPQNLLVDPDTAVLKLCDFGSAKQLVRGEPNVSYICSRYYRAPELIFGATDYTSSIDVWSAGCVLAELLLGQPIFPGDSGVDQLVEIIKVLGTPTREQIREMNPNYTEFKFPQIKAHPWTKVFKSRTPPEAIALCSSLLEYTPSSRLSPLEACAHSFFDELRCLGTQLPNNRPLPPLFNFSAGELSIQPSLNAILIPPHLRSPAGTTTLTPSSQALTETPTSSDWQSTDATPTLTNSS
PolyA inhibitor: blocks polyadenylation in yeast reporter cells; S. cerevisiae SKY197-pL101 polyadenylation reporter, beta-gal luminescence; efflux-impaired pdr1/pdr3 knockout yeast; score 100 = 6 SD above DMSO; calls only at 12 µM; hit rate 0.02% among 300,000;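 active = lowest replicate activity score at least 50, where 100 means six control SD above control mean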;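 note: yeast exposed to compound for 9 h at 30 °C; higher score means more reporter readthrough which indicates perturbed polyadenylation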
KCNQ1 inh: inhibitors of human KCNQ1 potassium channel | P51787 | CHO-K1 KCNQ1, FluxOR thallium flux fluorescence; active compounds read high | B-score at 10 µM | hit rate 1.3% among 310,000 | AID 2642;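 active = compounds whose thallium flux B-score, printed positive for inhibition, exceeds three library SD while starting fluorescence stays within three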;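 note: channel opened by potassium depolarization with thallium stimulus after 20 min compound exposure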
KCNQ1 act: potentiates or activates the human KCNQ1 potassium channel; CHO-K1 KCNQ1, thallium flux FluxOR fluorescence; active compounds read high; B-score at 10 µM; hit rate 0.35% among 310,000;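 active = fluorescence ratio B-score, a plate-corrected score, at least three library SD, with initial intensity B-score within 5 SD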
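assay system = CHO-K1 cells stably expressing KCNQ1 | medium = assay buffer, equal DMSO in all wells | timing = 37 °C overnight plating, 90-min dark dye load, 20-min compound pretreatment | measured by = kinetic FluxOR thallium fluorescence, 10-s 1-Hz baseline, 110-s post-stimulus read | measure = fluorescence change relative to baseline, converted to B score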
GSK3beta inhib: inhibitors of human GSK3beta kinase. GST-GSK3beta kinase, ADP-Glo luminescence, 60 min; active compounds read low. activity score (negative = inhibition), % at 10 µM. hit rate 0.038% among 300,000. AID 2097;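 active = more than half of replicate wells score below -50%, meaning over 50% inhibition versus plate controls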;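 note: 0% = median DMSO wells and -100% = median GW8510 positive control wells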
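Test system: GST-tagged human GSK3beta kinase, cell-free; evaluation: activity score scaled between in-plate DMSO and GW8510 controls; measured by: ADP-Glo luminescence; incubation: 60 min reaction, RT; benchmarks: DMSO and 20 µM GW8510; reagent: peptide substrate plus 25 µM ATP (final); medium: Tris/MgCl2 kinase buffer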
HDAC3 inhib: blocks human histone deacetylase 3; hit rate 0.15% among 320,000; inhibition, % at 8.3 µM; recombinant HDAC3, fluorogenic peptide/trypsin coupled, fluorescence; O15379; in the data active = inhibition above about 26%, passing the limit was not always enough
KCNK3 inh: human KCNK3 channel inhibition, primary screen; O14649; hit rate 0.84% among 340,000; CHO-KCNK3 thallium flux, FluxOR fluorescence; active compounds read low; B-score at 10 µM;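 active = B-score under library mean minus 4 SD, starting fluorescence ratio at most library mean plus 5 SD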;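 note: more negative B-score means stronger inhibition of thallium flux through KCNK3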
* = called active by the depositor; i = inactive; . = no result given. Some of the compounds tested (hit frequency here may not be typical).

Molecule	KCNK9 block	DYRK1A inh	RGS4 act	hERG rescue	GSK3 alpha inh	PolyA inhibitor	KCNQ1 inh	KCNQ1 act	GSK3beta inhib	HDAC3 inhib	KCNK3 inh
CCN(CC)C(=O)C(=O)N/N=C/c1ccc(F)cc1	i	-1.5	i	-9.7	-1.0	i	i	i	-3.0	-4.2	i
COC(=O)C1=C(N)Oc2cc(C)[nH]c(=O)c2C1c1ccc(Cl)cc1 (stereo unspecified)	i	-3.8	i	-11.8	-0.3	i	i	i	1.6	-0.2	i
NS(=O)(=O)c1ccc(CCNC(=O)c2ccncc2)cc1	i	20.9	i	-7.2	1.5	i	i	i	-1.1	-2.8	i
COc1cc(CN2CCNC(=O)C2CC(=O)NC2CCCCC2)cc(OC)c1 (stereo unspecified)	i	2.1	i	-3.7	3.3	i	i	i	0.2	5.0	i
COc1ccc(NS(=O)(=O)c2c(C)cc(C)cc2C)cn1	i	-4.5	i	-3.5	-1.6	i	i	i	2.8	3.9	i
COc1ccc(N2CCN(C(=O)c3ccccc3NS(=O)(=O)c3ccc(C)cc3)CC2)cc1	i	4.4	i	-7.9	-1.2	i	i	i	-0.4	-1.7	i
CC(C)(C)NC(=O)c1cccc(NC(=O)Cc2cccs2)c1	i	-7.8	i	-11.2	-0.8	i	i	i	-2.5	-0.6	i
CC(=O)Oc1c(C)c(OC(C)=O)c2c(c1C(C)=O)OC1CC(=O)C(C(C)=O)=C(O)C21C (stereo unspecified)	i	8.9	i	-7.0	0.3	i	i	i	6.2	2.5	i
COC(=O)c1c(NC(=O)C2CC(=O)NN2Cc2ccccc2)sc(C)c1C (stereo unspecified)	i	4.6	i	-15.7	2.6	i	i	i	-6.3	7.3	i
CC(=O)Nc1ccc(S(=O)(=O)N(C)CC(=O)N/N=C/c2ccncc2)cc1	i	-0.9	i	-11.6	-1.0	i	i	i	.	-2.6	i
NC(=O)NCCc1ccccc1	i	12.0	i	2.0	-2.3	i	i	i	-1.6	-3.2	i
O=C(CCc1ccc(Oc2cc([N+](=O)[O-])cc([N+](=O)[O-])c2)cc1)N1CCCCCC1	-10.1*	-2.4	-9.99*	-7.2	1.5	i	i	i	1.0	2.4	i
COc1c(F)cc2[nH]c3c(c2c1F)CCNC3=O	i	11.3	i	-5.4	4.6	i	i	i	-1.7	-21.5	i
CC1CN(C(=O)c2ccc(NS(=O)(=O)c3ccc(F)cc3)cc2)CC(C)O1 (stereo unspecified)	i	-1.2	i	-2.5	-1.8	i	i	i	-0.8	-2.1	i
Cc1cc(-c2ccccc2)nc(N(C)NC(=O)C2CC2)c1S(C)(=O)=O	i	-1.4	i	-4.0	-1.4	i	i	i	0.1	0.4	i
O=C(NC(=S)Nc1cc(S(=O)(=O)N2CCOCC2)ccc1N1CCOCC1)c1ccco1	i	-1.6	i	-23.2	-1.1	i	i	i	2.7	3.7	i
CCOc1ccc(CN(C)CC(=O)Nc2ccc(N3CCOCC3)cc2)cc1OC	i	-2.0	i	-1.2	-0.6	i	i	i	4.4	-4.1	i
CC(C)(C)OC(=O)[C@H](Cc1ccccc1)NC(=O)c1[nH]cnc1C(=O)Nc1cccc(Cl)c1	i	5.1	i	0.4	0.8	i	i	i	-1.2	1.8	i
Cc1ccc2nc(-c3ccc(NC(=O)COC(=O)c4ccc(=O)[nH]c4)cc3)sc2c1	i	-4.8	i	-4.0	-0.6	i	i	i	-0.5	-18.1	i
CCn1c(C(=O)N2CCCC(C(=O)NCCCc3ccccc3)C2)cc2sccc21 (stereo unspecified)	i	10.4	i	-9.0	2.4	i	i	i	-3.3	4.6	i
COc1ccc(NC(=O)c2coc3ccccc23)cc1OC	i	11.2	i	-8.6	-1.6	i	i	i	1.7	-4.6	i
Cc1occc1C(=O)NCc1ccco1	i	-6.7	i	-3.0	-0.6	i	i	i	2.2	-3.7	i
O=C(C[n+]1cc(-c2ccc(F)cc2)n2c1CCC2)N1c2ccccc2Sc2ccccc21	i	4.8	-9.7*	-14.1	-1.1	i	i	i	1.2	-8.4	i
CN1C(=O)NC(c2ccc(Cl)cc2)C2=C1CC(C)(C)CC2=O (stereo unspecified)	i	-3.2	i	-2.7	-1.0	i	i	i	-0.9	6.6	i
COc1ccc(-c2csc(Cc3nnc(N4CCOCC4)n3-c3ccccc3)n2)cc1OC	i	-2.8	i	-6.6	2.0	i	i	i	0.5	-17.8	i

Going on with the list.
The line under a structure holds: KCNK9 block, DYRK1A inh, RGS4 act, hERG rescue, GSK3 alpha inh, PolyA inhibitor, KCNQ1 inh, KCNQ1 act, GSK3beta inhib, HDAC3 inhib, KCNK3 inh
CCN(CC)C(CNS(=O)(=O)c1ccc(Cl)cc1)c1ccccc1 (stereo unspecified)
→ i, -2.2, i, -8.2, -4.9, ., i, i, -2.1, 0.8, i
O=C(Nc1ccncc1)Nc1cccc(Cl)c1Cl
→ i, 20.0, i, -16.4, -0.1, i, i, i, -3.0, -0.8, i
O=C(Cc1c(F)cccc1Cl)Nc1ccccc1C(=O)N1CCOCC1
→ i, ., i, -10.2, -1.5, i, i, i, -0.7, -10.5, i
CC(=O)c1sc(NC(=O)c2ccccc2)nc1-c1ccccc1
→ i, 31.5, i, -4.1, 0.8, i, i, i, 1.2, -5.2, i
Cc1ccccc1Nc1c([N+](=O)[O-])ccc2nonc12
→ i, 6.1, i, -7.5, -1.5, i, i, i, 2.0, -1.8, i
CC12CCC(C)(c3nc4ccccc4nc31)C2(C)C
→ i, -0.6, i, -7.5, -2.3, i, i, i, 0.8, 4.7, i
COC(=O)Cc1csc(/N=C/c2c(O)n(-c3cccc(C(F)(F)F)c3)c(=O)c3ccccc23)n1
→ i, -1.9, i, -7.8, -3.7, i, i, i, 4.1, 2.1, i
CN1CCN(CCCNC(=O)CN2C(=O)COc3ccccc32)CC1
→ i, 7.1, i, -6.7, -1.1, i, i, i, -2.6, -2.0, i
Cc1ccc(N2CN(Cc3cccnc3)CNC2=S)c(C)c1
→ i, -0.1, i, -3.5, -0.1, i, i, i, -3.8, 1.4, i
O=C1CC(C(=O)Nc2ccc(Cl)c(Cl)c2)S/C(=N\N=C\c2ccco2)N1 (stereo unspecified)
→ i, -6.9, i, -7.7, 0.0, i, i, i, -1.2, 1.7, i
CCn1cc(C(=O)N2CCCC2)c(=O)c2cc(S(=O)(=O)N(C)C)ccc21
→ i, 4.9, i, -8.5, 0.1, i, i, i, -1.3, 2.4, i
O=Cc1cccn1-c1ncc(Br)cn1
→ i, ., i, -11.9, -1.8, i, i, i, 0.9, -2.7, i
CC(=O)OC1CC(C)(C)N(OC(=O)c2ccc(N)cc2)C(C)(C)C1
→ i, -3.5, i, -10.3, -2.0, ., i, i, 2.6, -3.2, i
O=C(CN(c1cccc(C(F)(F)F)c1)S(=O)(=O)c1ccc(Cl)c([N+](=O)[O-])c1)NCc1ccccc1
→ i, -5.4, i, -9.5, 0.1, i, i, i, 2.2, -15.7, i
CCOc1ccccc1NC(=O)Cn1c(=O)n(-c2ccc(OC)cc2OC)c(=O)c2c(C)c(C(=O)N(CC)CC)sc21
→ i, 2.9, i, -11.7, -0.2, i, i, i, 2.0, 3.9, i

One compound at a time (already shown). Order of screens: KCNK9 block	DYRK1A inh	RGS4 act	hERG rescue	GSK3 alpha inh	PolyA inhibitor	KCNQ1 inh	KCNQ1 act	GSK3beta inhib	HDAC3 inhib	KCNK3 inh
COC(=O)C1=C(N)Oc2cc(C)[nH]c(=O)c2C1c1ccc(Cl)cc1 (stereo unspecified) reads i	-3.8	i	-11.8	-0.3	i	i	i	1.6	-0.2	i
NS(=O)(=O)c1ccc(CCNC(=O)c2ccncc2)cc1 reads i	20.9	i	-7.2	1.5	i	i	i	-1.1	-2.8	i
O=C(Cc1c(F)cccc1Cl)Nc1ccccc1C(=O)N1CCOCC1 reads i	.	i	-10.2	-1.5	i	i	i	-0.7	-10.5	i
CC(C)(C)NC(=O)c1cccc(NC(=O)Cc2cccs2)c1 reads i	-7.8	i	-11.2	-0.8	i	i	i	-2.5	-0.6	i

(continued)
The line under a structure holds: KCNK9 block, DYRK1A inh, RGS4 act, hERG rescue, GSK3 alpha inh, PolyA inhibitor, KCNQ1 inh, KCNQ1 act, GSK3beta inhib, HDAC3 inhib, KCNK3 inh
Cc1nc2ccc(S(=O)(=O)N(C)CC(=O)NCCc3ccccc3)cc2s1
→ i, ., i, -7.0, 0.5, i, i, i, 0.4, 7.3, i
CCOC(=O)c1[nH]c(C)c(CCC(=O)OC)c1C
→ i, 3.0, i, -14.7, -6.2, i, i, i, -0.5, 4.0, i
CCn1c(=O)c(C(=O)CN2CCOCC2)c(N)n(Cc2ccccc2)c1=O
→ i, -3.9, i, -17.0, 1.7, i, i, i, 0.5, 0.4, i
COc1cccc(C(=O)Nc2nnc(S(=O)(=O)N3CCCCC3)s2)c1
→ i, 9.0, i, -8.7, -5.0, i, i, i, 0.9, 3.8, i
COc1ccccc1C1CCN(C(=O)c2cccs2)CC1
→ i, ., i, -10.1, 1.2, i, i, i, -0.4, -0.3, i
C[N+](C)(C)CCCCCC(=O)/C=N/O
→ i, -0.1, i, -10.4, ., i, i, i, -0.6, 8.6, i
COc1ccc(NC(=O)Cn2cnc3c(oc4nc5c(cc43)COC(C)(C)C5)c2=O)cc1
→ i, 11.1, i, -0.1, 1.2, i, i, i, 0.9, 2.6, i
COc1cccc(N(CC(=O)NCCSc2ccccn2)S(C)(=O)=O)c1
→ i, 7.8, i, -14.0, -0.6, i, i, i, -3.3, -13.0, i
COC(=O)C1=C(O)/C(=C\c2ccc(OCC(=O)Nc3ccccc3)cc2)N=C1C
→ i, -6.0, i, -10.6, -2.0, i, i, i, -2.6, 5.5, i
